# High-throughput results: PubChem, National Center for Advancing Translational Sciences (NCATS)
# D1 agonist: human D1 receptor agonism | AID 504660 | activation, % at 2 µM | HEK293 T-REx D1 cells, calcium flux, agonist mode | P21728 | hit rate 1% among 360,000; in the data active = activation above about 30%; also: 0% is about no effect
# Target sequence (P21728 whole entry, looked up): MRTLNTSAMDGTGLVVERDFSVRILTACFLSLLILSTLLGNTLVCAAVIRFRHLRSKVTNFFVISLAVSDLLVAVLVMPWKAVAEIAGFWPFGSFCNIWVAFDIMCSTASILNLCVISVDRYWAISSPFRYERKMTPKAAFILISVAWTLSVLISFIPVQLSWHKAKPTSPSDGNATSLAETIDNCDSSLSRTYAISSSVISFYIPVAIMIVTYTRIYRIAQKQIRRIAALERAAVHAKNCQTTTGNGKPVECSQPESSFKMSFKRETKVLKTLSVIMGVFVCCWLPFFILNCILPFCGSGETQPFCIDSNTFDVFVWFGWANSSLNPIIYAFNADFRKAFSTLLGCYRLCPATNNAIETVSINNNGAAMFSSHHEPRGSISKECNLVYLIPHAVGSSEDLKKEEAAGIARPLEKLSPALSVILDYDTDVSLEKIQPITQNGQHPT
#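 Tetracycline-induced HEK293 TREx D1 cells, force-coupled to calcium signalling, were dye-loaded with a no-wash calcium kit. Compound was pin-added after a 10 s baseline. Fluorescence was read kinetically at 1 cycle/s for 180 s, with calcium rises flagged as agonism.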
# D1 potentiator: human D1 dopamine receptor positive modulation; potentiation, % at 10 µM; HEK293 TREx D1 cells, calcium flux, dopamine EC20 potentiation; P21728; hit rate 0.036% among 360,000; AID 504651; in the data active = potentiation above about 30%; also: 0% is about no effect
# Vif-APOBEC3G blk: inhibitors of Vif-APOBEC3G interaction; hit rate 0.076% among 410,000; Q9HC16; HeLa A3G-eYFP + Vif (tagged APOBEC3G with the HIV-1 protein that degrades it), YFP fluorescence, overnight; Potency, µM (top dose mostly 46.1 µM), for inactives: at the highest dose activity, negative = active, hits mostly inhibitors;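 also: potency is read from the fitted curve at half-maximal effect; % is scaled to controls: 0 for no effect and ±100 for the full control effect; nearly all actives have a fitted effect of over 60% in size; hits raise eYFP signal because A3G escapes Vif-driven loss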
#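 Read-out is eYFP fluorescence (Ex 488/Em 500-530) from Vif-expressing HeLa A3G-eYFP cells; more signal means A3G escaped Vif-mediated degradation. Cells plated overnight, compound pinned in, incubated overnight at 37 deg C.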
# RXFP1 ag: RXFP1 (human) receptor agonism; Q9HBX9; HEK293T-RXFP1 cAMP TR-FRET, 30 min; response scale: percent of porcine relaxin response, buffer zero; Potency, µM (top dose mostly 57.5 µM), inactives show at the top dose activation, usual class: activators; hit rate 0.3% among 370,000; AID 2676; also: potency is read from the fitted curve at half-maximal effect; % is scaled to controls: 0 for no effect and ±100 for the full control effect; nearly all actives have a fitted effect of over 60% in size; many of its hits are not listed in these tables
#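 Agonist response is measured as cAMP accumulation in an RXFP1-transfected HEK293T line under PDE4 inhibition. Values are scaled between buffer-only and 29 nM porcine relaxin, and EC50s come from standard Hill equation fits.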
# D1 antagonist: blocks dopamine activation of the human D1 receptor; HEK293 TREx D1 cells, calcium flux, dopamine EC80; hits give low values; activity change, negative = inhibition, % at 10 µM; hit rate 3.2% among 360,000; AID 504652; in the data active = activity change below about -30%; also: % is scaled to controls: 0 for no effect and ±100 for the full control effect
#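 Calcium flux readout: force-coupled, inducible Hek293 Trex D1 line, cells induced overnight at 30 C with tetracycline, dye-loaded 30–90 min at RT. Antagonism scored against EC80 dopamine challenge given 180 s after compound.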
# Vif-APOBEC3F blk: Vif-A3F binding inhibition | HeLa A3F-eYFP + Vif (tagged APOBEC3F with the HIV-1 protein that degrades it), YFP fluorescence increase | Potency, µM (series often up to 46.1 µM), for the others: at the top dose activity, negative = active | hit rate 0.2% among 390,000; also: potency is read from the fitted curve at half-maximal effect; % of control where 0% means no effect; nearly all actives have a fitted effect of over 65% in size
#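 HeLa cells stably expressing A3F-eYFP plus Vif, plated and incubated overnight at 37 deg C, then exposed to compounds overnight at 37 deg C. Blocked degradation read as raised yellow fluorescence (Ex 488/Em 500-530).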
# D2 potentiator: D2 dopamine receptor (human) potentiation; P14416; hit rate 0.34% among 340,000; AID 485347; potentiation, % at 10 µM; HEK293 T-REx D2, calcium flux, EC20 dopamine potentiation;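 active = potentiation over 3 SD above the plate norm, cut at about 30% in these data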; also: 0% is about no effect
# Target sequence (P14416 whole entry, looked up): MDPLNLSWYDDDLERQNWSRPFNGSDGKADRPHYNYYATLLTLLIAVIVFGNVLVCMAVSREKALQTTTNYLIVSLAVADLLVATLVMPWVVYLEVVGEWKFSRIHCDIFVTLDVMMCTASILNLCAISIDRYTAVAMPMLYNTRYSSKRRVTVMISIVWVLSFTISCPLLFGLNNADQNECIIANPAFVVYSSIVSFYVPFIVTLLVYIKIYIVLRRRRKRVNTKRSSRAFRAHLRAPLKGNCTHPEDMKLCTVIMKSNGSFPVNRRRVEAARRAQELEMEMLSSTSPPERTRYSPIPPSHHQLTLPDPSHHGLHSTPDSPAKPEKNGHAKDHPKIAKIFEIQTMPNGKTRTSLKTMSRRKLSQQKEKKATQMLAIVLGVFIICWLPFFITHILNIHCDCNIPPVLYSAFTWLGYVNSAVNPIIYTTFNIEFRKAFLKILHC
#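 Potentiation of an EC20 dopamine calcium response is measured in a force-coupled, tetracycline-inducible Hek293 Trex D2 line. Compound-only kinetic reads over 180 s flag agonists before dopamine addition.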
# LDHA inh: inhibitors of human lactate dehydrogenase A | activity change, % (values are at about 110 or 230 µM) | purified LDHA, NADH/diaphorase-resazurin fluorescence; hits give low values | P00338 | hit rate 0.15% among 480,000; in the data active = activity change below about -30%; inconclusive = mostly about -25% to -30%;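 also: plate controls were DMSO wells for no effect and wells without enzyme for full effect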
#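 Enzyme activity of human lactate dehydrogenase 5 (2 nM; 0.06 mM NADH, 0.2 mM pyruvate, 5 min, RT) is measured via a resazurin/diaphorase fluorescence readout of residual NADH.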
# Glioma ERSR ind: ER stress response induction in glioma; U87-MG GRP78 promoter luciferase reporter, 16 h; Potency, µM, for inactives: at the top dose activation, most hits filed as activators; hit rate 0.02% among 420,000; AID 602332; also: potency is read from the fitted curve at half-maximal effect; series mostly up to about 76 µM; % of control where 0% means no effect; nearly all actives have a fitted effect of over 35% in size
#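 ERSR induction read as luciferase luminescence (Bright-Glo, 10 min at room temperature) in stably transfected human U87-MG glioma cells exposed to compounds for 16 h, using GRP78 as sensor.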
# Active calls of the source: *; u = inconclusive; x = no result given. Unless noted, calls follow the shape of the dose curve; as a rule, active = well fitted curve in the direction sought with a large enough effect; inconclusive = small, poorly fitted or top-dose-only effect, or another doubt; inactive = no such curve, though single readings can be large; an effect the other way counts as inactive or inconclusive. Some of the compounds tested; the hit share may differ from the screen's.
Vif-APOBEC3G blk	D1 antagonist	D1 agonist	Vif-APOBEC3F blk	D1 potentiator	D2 potentiator	Glioma ERSR ind	RXFP1 ag	LDHA inh	molecule
1.0%	5.4	2.5	5.7%	0.6	-14.0	-2.2%	0.6%	-6.6	Cc1noc(C)c1COC(=O)c1ccc(F)c(S(=O)(=O)N2CCOCC2)c1
-0.8%	0.7	3.0	-6.6%	-0.1	7.6	-2.5%	3.2%	-6.6	Cc1cc2ccccc2nc1SCC(=O)N1CCCC1
-6.1%	-7.1	0.4	-5.3%	-4.0	-9.4	-3.3%	3.2%	-0.4	CC1(C)CC(=O)C2=C(C1)OC(c1cccs1)C(C#N)=C2N (stereo not drawn)
-7.6%	1.3	0.8	-1.5%	-2.9	-2.1	-4.1%	2.0%	1.3	COc1cccc(N2C(=O)C(c3ccccc3)=C(c3nc4ccccc4s3)C2NC(C)=O)c1 (stereo not drawn)
x	-7.2	0.7	x	-4.1	4.6	x	0.1%	-9.2	O=C(c1ccc2c(c1)N(Cc1ccccc1)C(=O)c1ccccc1S2(=O)=O)N1CCOCC1
1.3%	9.5	3.0	x	-3.3	-12.5	-3.4%	-0.1%	-7.8	O=C(O)CCCC(=O)NCc1ccccn1
-3.9%	7.6	10.2	2.1%	3.0	8.6	-5.8%	u	3.8	CC(=O)Nc1ccc(/C=C/c2nc(-c3ccccc3O)n(-c3ccccc3)n2)cc1
-0.1%	-8.4	1.6	0.1%	-1.6	19.2	-5.7%	4.0%	-5.0	Cc1cc(C)n(-c2ccc(C(=O)Nc3ccc(N4CCOCC4)cc3)cc2)n1
-0.6%	1.4	2.4	-0.3%	-3.2	1.9	-4.5%	1.6%	-4.9	COc1ccc(C2(CNC(=O)c3ccc(OCC(C)C)cc3)CCOCC2)cc1
-20.8%	1.1	-0.4	2.1%	-3.0	-1.5	-10.3%	-1.2%	-2.7	O=C(CSc1ncnc2c1nnn2Cc1ccccc1F)N1CCN(c2ccccc2)CC1

# Quoted from the listing.
# CC1(C)CC(=O)C2=C(C1)OC(c1cccs1)C(C#N)=C2N (stereo not drawn) – D1 antagonist = -7.1
# O=C(O)CCCC(=O)NCc1ccccn1 – D1 agonist = 3.0

# Additional entries follow:
Vif-APOBEC3G blk	D1 antagonist	D1 agonist	Vif-APOBEC3F blk	D1 potentiator	D2 potentiator	Glioma ERSR ind	RXFP1 ag	LDHA inh	molecule
1.3%	-7.0	3.4	-5.7%	-0.6	-8.2	-0.7%	3.0%	-13.3	CCn1cc(C(=O)NCC(OC)OC)c(=O)c2cc(S(=O)(=O)N3CCOCC3)ccc21
1.8%	x	x	-1.3%	x	x	-4.3%	x	0.8	O=C(NCc1ccc(F)cc1)c1cc(-c2ccccn2)nc2ccc(S(=O)(=O)N3CCOCC3)cc12
-0.4%	11.3	2.5	-0.1%	-3.0	8.4	-1.4%	-0.9%	-7.7	CCOC(=O)c1c(C)[nH]c(C)c1S(=O)(=O)N1CCCC(C(=O)Nc2cccc(C)n2)C1 (stereo not drawn)
-0.2%	12.0	0.5	0.8%	-8.0	-1.2	2.3%	6.5%	1.6	COc1ccc2nc(SCC(=O)Nc3cc(OC)c(OC)cc3C(=O)O)c(C)cc2c1
-8.3%	-17.9	1.6	-1.7%	-2.7	-1.6	-2.0%	0.5%	-7.6	COc1cccc(C2=NOC(C(=O)NCCCn3ccnc3)C2)c1 (stereo not drawn)
-1.4%	-8.1	-1.4	-5.9%	0.0	-1.3	-2.2%	-0.7%	0.9	O=C(NCC(c1ccc(Cl)cc1)N1CCOCC1)c1ccccc1F (stereo not drawn)
3.6%	-6.7	6.2	-5.5%	4.0	20.2	-2.3%	1.6%	-8.2	COc1ccc(OC)c(NC(=O)c2ccc3nc(C(C)C)oc3c2)c1
-2.7%	0.5	1.0	3.4%	-5.2	14.6	1.6%	4.0%	6.2	O=C(c1ccco1)c1coc2c1cc(O)c1ccccc12
0.5%	1.9	-1.4	-8.6%	3.2	-10.5	-0.5%	-3.7%	0.6	CCn1nc(NS(=O)(=O)c2ccccc2[N+](=O)[O-])c2cc3cccc(C)c3nc21
8.0%	10.9	0.8	-3.3%	-1.1	8.6	4.0%	2.5%	-7.2	O=C(NCc1cccnc1)C(=O)Nc1nc2ccccc2s1
0.6%	x	x	0.0%	x	x	-3.5%	x	-1.7	CC(=NC1CCCCC1)c1ccc(O)cc1O
-4.5%	-10.1	7.5	4.3%	-6.7	13.1	-4.2%	4.6%	-12.2	Cc1c(Cc2ccccc2)c(=O)oc2cc(OCC(=O)NCC(O)c3ccccc3)ccc12 (stereo not drawn)
0.7%	-16.3	0.4	-10.6%	-7.4	10.2	-2.5%	0.9%	-1.9	CCOC(=O)/C(C#N)=C/c1c(Oc2cccc(C)c2)nc2ccccn2c1=O
-8.9%	-15.6	0.1	-5.3%	0.3	-0.7	3.1%	-1.3%	2.1	CCOc1ccc(NC(=O)CSc2ccccc2N)cc1
-0.3%	0.0	3.9	-9.5%	4.4	14.7	-3.7%	-3.1%	-7.3	COCCn1cnc2c1c(=O)n(Cc1cc(C(C)=O)ccc1OC)c(=O)n2Cc1ccccc1
0.8%	-14.4	0.3	-4.2%	-7.0	-13.0	-0.3%	-0.1%	1.7	COCCCNC(=O)c1nc2c(nnn2Cc2cc(C)ccc2C)c(=O)[nH]1
-3.1%	-13.7	3.2	u	-1.9	-2.4	-2.4%	-0.3%	5.2	Cc1cc(C)n(CCN(C)C(=O)CCc2nnc(-c3ccc4c(c3)OCO4)o2)n1
-2.8%	4.2	4.2	-1.6%	1.8	6.7	-0.6%	0.8%	-1.7	c1cncc(Oc2cccc(Oc3cccnc3)c2)c1
-1.0%	1.8	6.7	2.2%	-3.9	-5.2	-0.8%	3.8%	1.2	COc1ccc(C2CC(c3ccccc3OC(C)=O)=NN2C(=O)/C=C/c2ccccc2)cc1OC (stereo not drawn)
-1.9%	-11.9	1.8	-13.8%	-1.8	-3.1	-6.0%	1.3%	-0.7	CC1=CC(C)(C)Nc2ccc(OC(=O)C(Cc3ccccc3)N3C(=O)c4ccccc4C3=O)cc21 (stereo not drawn)
-1.6%	-2.8	1.3	-2.2%	-2.1	-5.8	-1.8%	0.5%	-0.2	COc1cc2[nH]c(C(=O)N3CCC(Cc4ccccc4)CC3)cc2c(OC)c1OC
-6.1%	-41.2*	-0.1	-4.4%	-4.3	11.1	-4.0%	-1.0%	-0.3	CCCN(CCC)C(C)C(=O)NCC1(c2ccccc2)CCCC1 (stereo not drawn)
2.8%	-7.1	2.9	-8.2%	-3.5	-0.7	-3.3%	0.2%	-6.9	O=C(NCc1ccccn1)c1ccc(/C=N/O)nc1
1.2%	-0.2	-0.4	0.1%	4.5	5.0	-4.1%	0.1%	-6.0	CCOC(=O)N1CCN(C2CC(=O)N(c3ccc(F)cc3)C2=O)CC1 (stereo not drawn)
-12.7%	4.5	1.8	0.2%	5.8	-6.8	3.3%	0.6%	-3.9	Cc1ccc(C(=O)N/N=C/c2nc3ccccc3n2C)cc1
0.0%	-24.8	61.7*	-5.0%	-9.5	x	-8.5%	0.7%	-1.2	O=C(NCCCN1CCOCC1)c1ccc(-n2nc(C(F)(F)F)cc2-c2cccs2)cc1
u	3.9	0.4	-24.1%	0.1	-4.7	-4.1%	-3.6%	-1.5	COCCNC(=O)c1ccc2c(c1)N=C(C)c1cc(C)ccc1S2
1.3%	3.4	-0.8	2.6%	2.4	8.3	-9.7%	-3.3%	-0.4	Cc1onc(-c2ccccc2)c1C(=O)N1CCC(C)CC1
0.9%	6.4	3.8	-8.6%	-6.7	-4.3	-3.1%	1.4%	-12.1	CCN1CCN(CCCNC(=O)CCC(=O)N2CCOc3ccccc32)CC1
-2.3%	x	x	-5.7%	x	x	-2.5%	x	-1.1	CCOC(=O)C1=CN(Cc2cccc(F)c2)S(=O)(=O)N(CC)C1c1ccccc1 (stereo not drawn)
0.7%	-13.6	11.9	-12.1%	-11.2	0.9	-5.0%	1.6%	-3.8	Cc1ccc(C)c(OCC(=O)Nc2nc3ccc([N+](=O)[O-])cc3s2)c1
-5.6%	5.1	9.0	2.5%	-1.1	-3.8	-0.6%	0.9%	3.8	COc1ccccc1C(=O)NNC(=O)C(=O)NC(C)(C)C
-5.7%	0.0	0.2	x	11.7	39.6*	-4.9%	5.6%	2.9	CC(C)n1c2ccccc2c2nc3ccccc3nc21
1.1%	-24.5	8.6	-21.5%	-5.7	16.0	-1.0%	2.8%	-4.7	O=C(CCCCCCCCN1C(=O)c2ccccc2C1=O)N1CCOCC1
-3.1%	-7.9	6.1	-14.4%	x	4.8	-4.1%	1.4%	-0.3	Cc1cc(S(=O)(=O)N2CCOCC2)ccc1OCC(=O)N1CCC(C(N)=O)CC1
-5.6%	3.4	0.8	-3.9%	0.2	7.4	1.2%	4.5%	-16.7	Cn1c2c(c3ccccc31)CCSC2=O
1.5%	6.1	0.4	-0.9%	-9.8	-1.3	-3.8%	0.0%	0.2	COc1ccccc1NS(=O)(=O)c1cc(C(=O)N2CCCC2)ccc1F
2.1%	3.0	-1.3	-6.7%	-3.2	9.1	-1.2%	0.5%	1.6	CCc1nnc(NC(=O)c2nc3nc(C)cc(C)n3n2)s1
0.7%	-4.2	4.5	0.5%	-2.1	11.4	-5.2%	-1.8%	-1.1	CC(C)CC1(C)NC(=O)N(CC(=O)NC(=O)Nc2ccc3c(c2)OCCO3)C1=O (stereo not drawn)
-7.9%	-12.8	4.2	-9.5%	-3.4	1.7	3.1%	0.6%	3.8	COc1cc(C(=O)Oc2ccc3ccc(O)cc3c2)cc(OC)c1OC
0.3%	4.0	0.5	3.6%	3.7	-1.9	3.9%	-0.6%	-0.8	Cc1ccc(CNS(=O)(=O)c2c(C(=O)N3CCCCC3)c(C)n(C)c2C)o1
1.4%	-0.7	1.3	-14.2%	-4.8	-4.6	-8.7%	4.5%	-3.6	CC(=O)Nc1ccc(S(=O)(=O)N2CCC(N3CCCCC3)CC2)cc1
